# S3 lipid droplet: qHTS Assay for Lipid Storage Modulators in Drosophila S3 Cells | 320,000 tested, 0.64% active | Potency in µM for hits, for the others lipid storage change, negative = inhibition, % at the top dose, mostly 46.1 µM | AID 2685, 2010 | Drosophila S3 cells, BODIPY lipid droplet fluorescence, 18-24 h; cells fed with added oleic acid; active means well fitted inhibition curve with a large enough effect in the signal ratio, with a control signal flat, not every such curve was filed as active; inconclusive means small, poorly fitted or top-dose-only effect, or effect the other way, or a change in a side signal; the % refers to the signal ratio
#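 Laser-scanning cytometry quantifies lipid droplet accumulation (500–530 nm total intensity; droplet/cell object ratio) in oleic acid-fed (400 uM added) Drosophila S3 cells treated with a concentration series. 20 uM Triacsin C defined 100% inhibition.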
# S3 lipid droplet cell count max: also measured in S3 lipid droplet; calls as there; cell number change, %; measured here: cell count max response;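 cells counted by Cell Tracker Red CMTPX staining in the red channel; peak over a dose series mostly up to 46.1 µM; percent activity relative to internal control wells on each plate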
# An asterisk follows results filed as active; i = inactive; ? = inconclusive; · = no result given. On the % scale 0 is the no-effect control and ±100 the full control effect; potency means the concentration at half of the fitted maximal effect.
canonical_smiles	S3 lipid droplet	S3 lipid droplet cell count max
COc1ccc(OC)c(/C=C/C(=O)OCC(=O)Nc2cccc(C(C)=O)c2)c1	?	·
CCNCc1ccccc1OCc1ccccc1	5%	5
COC(=O)CCCC1=CC2=C(c3ccccc3)C(=O)C(C)(OC(=O)C3CCCC3)C(=O)C2=CN1CC1CC1 (stereo not given)	4%	7
CCOC(=O)C1CCCN(Cc2nc(Cc3ccccc3Cl)no2)C1 (stereo not given)	3%	8
O=C(NCCOc1ccc(F)cc1)c1ccccc1SCc1ccccc1	?	·
CCCCNCC#CCOc1cc(C)ccc1C(C)C	?	·
Cc1[nH]c(=O)cc2ccccc12	?	·
CCOC(=O)C1=C(N)N2C(=O)C(C)SC2=C(C(=O)OCC)C1c1ccccc1 (stereo not given)	4%	15
Nc1nnc(CSCc2ccc(F)cc2)s1	?	·
Cc1ccc(NC(=O)C2CCCN(c3ncccn3)C2)cc1C (stereo not given)	-15%	26
Cc1ccc(N2C(=O)CC(N3CCc4ccccc43)C2=O)cc1Cl (stereo not given)	-5%	-18
O=C(CSc1nnnn1C1CC1)N1CCN(Cc2ccccc2F)CC1	11%	15
COc1ccc(Cn2c(=O)[nH]c3cc(C(=O)Nc4ccccc4C)ccc32)cc1	0%	-19
NC(=O)c1oc2ccccc2c1NC(=O)CS(=O)(=O)c1ccccc1	-18%	4
O=C(CC1NCCNC1=O)Nc1cccc([N+](=O)[O-])c1 (stereo not given)	?	·
Cc1ccc(NC(=O)C2CCCCC2C(=O)O)cc1C (stereo not given)	?	·
CC1(NC(=O)CSc2nnc(-c3c[nH]c4ccccc34)n2C2CC2)CCS(=O)(=O)C1 (stereo not given)	?	·
Cc1cnc(NC(=O)C2CCCO2)s1 (stereo not given)	?	·
CC1CN(Cc2ccccc2)c2nc3c(c(=O)n(C)c(=O)n3C)n2C1 (stereo not given)	3%	·
Cc1cc(C)n(Cc2cccc(C(=O)N/N=C/c3ccncc3)c2)n1	?	·
CC(C)COP(=O)(OCC(C)C)C(O)c1ccc(N(C)C)cc1 (stereo not given)	9%	16
CCOC(=O)C1CCN(C(=O)CCNC(=O)Cn2cnc3ccccc3c2=O)CC1	i	9
Cc1cccc(NC(=O)c2cc(-c3ccc(C)c(C)c3O)n[nH]2)c1	?	·
CC(C)c1ccc(/C=N/NC(=O)c2c(Cl)cnn2C)cc1	?	·
Cc1ccc(NC(=S)NNC(C)(C)C)cc1	4%	12
CC(C(=O)OCC(=O)c1ccc([N+](=O)[O-])cc1)N1C(=O)C2C3C=CC(C3)C2C1=O (stereo not given)	?	·
CCCC(=O)Nc1nc2nc(C)cc(=O)n2[nH]1	?	·
CCc1ccccc1NC1=NCC(=O)N1C1CCCC1	-11%	-14
Cc1cc(C(=O)OCC(=O)N2CCCC2)c2ccccc2n1	?	·
Cc1ccc(OCCCCN2CCCCC2)c(Br)c1	?	·
COC(=O)C1CCN(C(=O)c2sc3nc(-c4ccccc4)cn3c2C)CC1	-7%	5
CCSc1nnc2ccc(-c3cccs3)nn12	?	·
Cc1cccc(OCC(O)CN2CCN(c3ccccn3)CC2)c1C (stereo not given)	?	·
COc1ccccc1NS(=O)(=O)c1ccc(C)c(NC(=O)c2c(C)noc2C)c1	?	·
CCOc1nc2cnccc2n(CC(=O)Nc2ccccc2C(=O)OC)c1=O	i	-13
COc1ccc(N(Cc2cc3cccc(C)c3[nH]c2=O)S(C)(=O)=O)cc1	?	·
Cc1[nH][nH]c(=O)c1C(c1ccc(F)cc1)c1c(C)[nH][nH]c1=O	4%	11
CNS(=O)(=O)c1ccc(C(=O)NCC(=O)NCCC(c2ccccc2)c2ccccc2)cc1	28%	-4
O=C(c1sc2cc(F)ccc2c1Cl)N1CCN(c2ccccc2)CC1	?	·
CCOc1ccccc1NC(=S)N1CCN(c2ccccc2F)CC1	?	·
CC(Nc1nc(-c2cccc(Br)c2)cs1)c1nc2cc(Cl)c(N3CCCCC3)cc2n1CCOCCO (stereo not given)	-24%	5
CCOC(=O)C1CCN(Cc2ccc(OC)c(OCc3ccccc3)c2)CC1	-14%	-8
OC(CNCCC(c1ccccc1)c1ccccc1)COc1ccccc1 (stereo not given)	?	·
O=C(Nc1cc(Cl)ccc1-n1cncn1)c1cccs1	i	·
Cc1cc(-c2nc(C)c(C(=O)NNS(=O)(=O)c3ccccc3)s2)no1	?	·
Cc1noc(C)c1C(=O)N1CCCC(C(=O)c2ccc(Cl)cc2)C1 (stereo not given)	-11%	-16
COC(=O)CCC(=O)Nc1ccc(S(=O)(=O)Nc2cc(OC)nc(OC)n2)cc1	?	·
O=C(Nc1nc(-c2ccco2)c(-c2ccco2)s1)C1CCC1	?	·
CN(C)c1cccc(C(=O)OCC(=O)NCc2ccco2)c1	2%	24
COc1ccc(NC(C)=O)c2nc(C)c(C)nc12	?	·
COc1cc(OC)cc(C(=O)NC2CCSc3ccccc32)c1 (stereo not given)	?	·
O=C(CSC1=NS(=O)(=O)c2cc(F)ccc2N1)Nc1cccc(F)c1	i	-50
COc1ccccc1NS(=O)(=O)c1cccc(NC(=O)c2sc3ccccc3c2Cl)c1	?	·
COc1cccc(CN(C)C(=O)CSCC(=O)Nc2cc(C)on2)c1OC	?	·
O=C(CCSCCC(=O)Nc1ccccc1F)Nc1ccccc1F	-5%	-15
CC(=O)c1cccc(NC(=O)c2ccc(CN3CCc4ccccc4C3)cc2)c1	?	·
CC(=O)N1N=C(c2ccc(NS(=O)(=O)c3ccccc3)cc2)CC1c1ccco1 (stereo not given)	9.2µM*	-12*
NCCCCCc1nnc(SCc2cccc(Cl)c2)o1	9%	0
COc1ccc(CNc2oc(-c3cccc4ccccc34)nc2P(=O)(OC)OC)cc1	7%	1
CC1CCCCN1CCCNc1ccc(C(CC(N)=O)NC(=O)Cc2cccc3ccccc23)cc1[N+](=O)[O-] (stereo not given)	i	·

# Remaining list, next part:
canonical_smiles	S3 lipid droplet	S3 lipid droplet cell count max
CCCc1nnc(SCC(=O)NC2CCCC2)n1CCOC	i	8
Cc1cc2cc3c(cc2nc1SCC(=O)N1CCCC1)OCCO3	?	·
N#CCCN(Cc1ccccc1)C(=S)Nc1ccccc1	?	·
N#CCN1C(=O)C(=O)N(Cc2cccc(Cl)c2)C1=O	9%	14
COc1ccc(S(=O)(=O)NCC(c2cccnc2)N2CCN(C)CC2)cc1C (stereo not given)	4%	13
COc1ccc(CCN(C)CC(O)COC(c2ccc(F)cc2)c2ccc(F)cc2)cc1OC (stereo not given)	3%	-9
O=C(NCCc1ccccc1)c1ccc2c(c1)N(Cc1ccccc1)CCS2	?	·
COc1ccc(-c2cnnn2-c2ccc(N)cc2)cc1OC	10%	10
CC(=O)Nc1ccc2c(c1)OCCOCCOc1cc(NC(C)=O)ccc1OCCO2	10%	11
CCOC(=O)c1oc2ccccc2c1NC(=O)C(C)(C)C	15%	·
O=C(Cc1ccccc1F)N1CCN(S(=O)(=O)c2ccc(Cl)cc2)CC1	?	·
Cc1ccc(S(=O)(=O)N2CCN(C(=O)C3COc4ccccc4O3)CC2)cc1C (stereo not given)	?	·
O=C(CNS(=O)(=O)c1ccccc1)N1CCc2ccccc2C1	?	·
Cc1cc(C)c2nc(Cl)c(CN(Cc3ccco3)C(=O)Nc3ccccc3C)cc2c1	?	·
O=C(c1ccc(Br)o1)N1CCN(Cc2ccc3c(c2)OCO3)CC1	?	·
O=C(Nc1ccc2c(c1)OCCO2)C1CC1c1ccccc1 (stereo not given)	?	·
CC1(C)CC(=O)C(C(=O)/C=C/c2ccco2)C(=O)C1	?	·
Cc1cccc(NC(=O)c2nc(-c3ccccc3)n(-c3ccccc3)n2)c1C	?	·
Cc1cc(C)cc(NC(=O)C2CCN(S(=O)(=O)c3ccc4c(c3)NC(=O)C(C)S4)CC2)c1 (stereo not given)	i	16
COc1ccc(/C=N\Nc2ccc([N+](=O)[O-])cc2)c(C(=O)O)c1OC	-6%	14
CCN(Cc1cnn(C)c1)C(=O)c1cc(COc2cc(C)c(Cl)c(C)c2)on1	?	·
CC(=O)Nc1ccc(S(=O)(=O)Nc2cccc(-c3nc4ccccc4o3)c2)cc1	?	·
CCOC(=O)c1c(NC(=O)CSc2nc3ccccc3o2)sc(C)c1C	?	·
CC1CCCCN1S(=O)(=O)c1ccc2c(c1)CCN2C(=O)C1CC1 (stereo not given)	10µM*	-5.7*
COc1ccccc1/C=C/C(=O)OCC(=O)NNC(=O)c1ccccc1	?	·
CCn1c(SCc2ccc(Cl)cc2)nc2nc3c(cc2c1=O)CCCC3	?	·
OC(CNCc1ccccc1)c1ccccc1 (stereo not given)	?	·
CC(=O)Oc1ccc2c(c1)cc(C)n2C	3%	-9
COc1ccccc1N(C(=O)c1snc(C(N)=O)c1N)C(C(=O)NCc1ccccc1)c1ccc(C)o1 (stereo not given)	?	·
Cc1ccc(-c2csc3nc(CN(C)Cc4ccccc4)[nH]c(=O)c23)cc1	?	·
CN(C(=O)c1ccc2c(c1)C(=O)N(CCC1=CCCCC1)C2=O)C1CCCCC1	?	·
CC(=O)Nc1cccc(OCCCOc2ccc([N+](=O)[O-])cc2)c1	?	·
CCc1cc(C(=O)c2ccc(OC)cc2)c(NC(=O)CN2CCCC2)s1	?	·
O=C(Nc1ccc(C(=O)O)cc1)/C(=C\c1ccccc1)NC(=O)c1ccco1	?	·
O=C(CCn1cnc2ccccc2c1=O)Nc1nc2c(s1)CCCC2	?	·
COc1ccc(C(=O)CCC(=O)N2CCN(c3cc(C)ccc3C)CC2)cc1	?	·
CC1=CN2C(=N)/C(=C/c3ccc([N+](=O)[O-])o3)C(=O)N=C2S1	15µM*	-16*
CCOC(=O)c1cc(NC(=O)Nc2ccccc2OC)c(C)nc1C	?	·
CCOC(=O)N1CCC(N(CCOC)C(=O)Nc2ccc(Cl)cc2)CC1	?	·
CCNC(=S)N1CC(C)OC(C)C1 (stereo not given)	?	·
CCCOc1ccc(N2C(=O)C3C(C(C)C)NC4(C(=O)c5ccccc5C4=O)C3C2=O)cc1 (stereo not given)	?	·
CSc1ccc(Cn2nnc(C(=O)Nc3ccc(C)c(C)c3)c2N)cc1	?	·
COc1ccc(OC)c(NC(=O)C2CC(=O)n3ncnc3N2)c1 (stereo not given)	?	·
COc1ccc(CC(=O)Nc2ccc(S(=O)(=O)N3CCN(C)CC3)cc2)cc1	0%	3
CN(Cc1cn(C)nc1-c1ccccc1F)CC1CCCCO1 (stereo not given)	3%	4

# Part of the list above in order of heavy-atom count, falling:
canonical_smiles	S3 lipid droplet	S3 lipid droplet cell count max
CC(=O)Nc1ccc2c(c1)OCCOCCOc1cc(NC(C)=O)ccc1OCCO2	10%	11
Cc1ccc(S(=O)(=O)N2CCN(C(=O)C3COc4ccccc4O3)CC2)cc1C (stereo not given)	?	·
Cc1cccc(NC(=O)c2nc(-c3ccccc3)n(-c3ccccc3)n2)c1C	?	·
COc1ccccc1/C=C/C(=O)OCC(=O)NNC(=O)c1ccccc1	?	·
Cc1cccc(OCC(O)CN2CCN(c3ccccn3)CC2)c1C (stereo not given)	?	·
Cc1[nH]c(=O)cc2ccccc12	?	·

# Complete entries from above. Order of screens: S3 lipid droplet	S3 lipid droplet cell count max
# Results for `CCOC(=O)N1CCC(N(CCOC)C(=O)Nc2ccc(Cl)cc2)CC1` → ?	·
# Results for `CC1=CN2C(=N)/C(=C/c3ccc([N+](=O)[O-])o3)C(=O)N=C2S1` → 15µM*	-16*

# Back to the main list; the three compounds before the break are reprinted first.
canonical_smiles	S3 lipid droplet	S3 lipid droplet cell count max
COc1ccc(OC)c(NC(=O)C2CC(=O)n3ncnc3N2)c1 (stereo not given)	?	·
COc1ccc(CC(=O)Nc2ccc(S(=O)(=O)N3CCN(C)CC3)cc2)cc1	0%	3
CN(Cc1cn(C)nc1-c1ccccc1F)CC1CCCCO1 (stereo not given)	3%	4
COc1ccc(CNC(=O)CN(c2ccc(OC)cc2)S(=O)(=O)c2c(C)[nH]c(=O)[nH]c2=O)cc1	?	·
Cc1ccc(/C=N/NS(=O)(=O)c2ccc([N+](=O)[O-])cc2)o1	?	·
CCc1nnc(NC(=O)CN2C(=O)/C(=C/c3cc(OC)c(OC)c(OC)c3)SC2=S)s1	?	·
CCOc1ccccc1N1CCN(C(=O)NCc2ccc(C)cc2)CC1	i	·
O=C(CSc1nc2ccccc2c(=O)n1-c1ccccc1)N1CCC1	?	·
CCC1Nc2ncnc(N3CCN(c4ccccc4)CC3)c2N(Cc2ccc(Cl)cc2)C1=O (stereo not given)	?	·
CCOC(=O)N1CCN(CC(O)COc2cc(C)ccc2C(C)C)CC1 (stereo not given)	?	·
CCOC(=O)CSc1nc2ccccc2c(=O)n1C	10%	-1
COc1ccc(C2CC(c3ccccc3)=NN2C(=O)CSc2nccc(=O)[nH]2)cc1 (stereo not given)	?	·
COc1cc(NC(=O)CNc2cccc(S(=O)(=O)N3CCOCC3)c2)cc(OC)c1	?	·

# Screening data deposited in PubChem by National Center for Advancing Translational Sciences (NCATS).

# Some of the compounds tested. The share of hits here may be higher or lower than overall.
